# Screening results as filed in PubChem BioAssay.
# HTRA1 inhibitor – HTRA1 serine protease inhibitors, primary screen, biochemical, fluorescence polarization, HTS | Q92743 | recombinant HTRA1, FP-rhodamine activity-based probe | inhibition, % at 5.96 µM | actives 0.5% (n = 340,000); in the data active means inhibition above about 36%;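 further: 0% = enzyme with DMSO and 100% = wells lacking enzyme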
# TDP2 inh – human TDP2 enzyme inhibitors, primary screen, biochemical, epi absorbance, recombinant enzyme. Tyrosyl-DNA phosphodiesterase 2 (Homo sapiens), O95551. T5PNP hydrolysis, p-nitrophenol absorbance 415 nm. inhibition, % at 12.8 µM. actives 0.34% (n = 370,000);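 active means inhibition above the mean of all tested compounds plus 3 SD, set per campaign, cut at about 25% in these data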;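 further: 0% = DMSO with enzyme and 100% = buffer with substrate but no TDP2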
#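 System: recombinant human TDP2 / Amount: 120 nM TDP2 per well / Also added: 5 mM T5PNP chromogenic substrate / Doses: 12.8 µM single point, 1% DMSO / Incubation: 2 h at 37 °C / Detection: p-Nitrophenol epi absorbance / Evaluation: % inhibition relative to enzyme-containing and enzyme-free wells / Repeats: singlicate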
# TCR CD3 inh – inhibitors of human TCR-CD3 interaction, primary screen, biochemical, fluorescence, TAMRA-labeled TCR probe; T-cell receptor (TCR); inhibition, % at 9.4 µM; actives 0.37% (n = 360,000); in the data active means inhibition above about 19%;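 further: recombinant mutant TCR 2C K166C tagged with TAMRA read by polarization; 0% = receptor in buffer alone and 100% = receptor with positive control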
# ABHD4 inh – ABHD4 inhibitors, primary screen, biochemical, fluorescence polarization, mouse; purified mABHD4, FP-Rh probe fluorescence polarization; inhibition, % at 8.92 µM; actives 0.54% (n = 370,000);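 active means inhibition exceeding the mean over every tested compound plus 3 SD, cut at about 30% in these data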;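 further: 0% = plate median of compound wells and 100% = S159A mutant with DMSO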
# Target sequence (Q8VD66 whole entry, looked up): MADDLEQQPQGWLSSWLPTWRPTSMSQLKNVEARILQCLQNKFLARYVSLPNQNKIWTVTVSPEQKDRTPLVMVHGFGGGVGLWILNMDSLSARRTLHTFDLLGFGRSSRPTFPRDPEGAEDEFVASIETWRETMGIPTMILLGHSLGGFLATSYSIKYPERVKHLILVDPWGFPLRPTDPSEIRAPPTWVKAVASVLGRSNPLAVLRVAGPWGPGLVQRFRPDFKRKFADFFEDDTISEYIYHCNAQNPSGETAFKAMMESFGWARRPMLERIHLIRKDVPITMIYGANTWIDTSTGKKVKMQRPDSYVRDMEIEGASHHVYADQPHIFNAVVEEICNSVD
#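 Doses – 8.92 µM, single dose · Material – wild-type mouse ABHD4 protein · Replication – single well per compound (singlicate) · Measure – percent inhibition of probe binding, normalized to plate controls · Schedule – 45 min compound pre-incubation plus 60 min probe step, 25 °C · Detection – fluorescence polarization with parallel and perpendicular emission, 525/598 nm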
# SIAE primary – human SIAE inhibitors, primary screen, biochemical, fluorescence polarization, FP-Rh probe, 1536-well HTS. Sialate O-acetylesterase (Homo sapiens), Q9HAT2. SIAE FP-Rh probe binding. inhibition, % at 9.66 µM. actives 0.69% (n = 370,000). AID 1053197, 2014;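 active means inhibition above a cutoff: mean of compounds within the control limits plus 3 SD of those, cut at about 17% in these data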;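 further: 0% = plate median of compound wells and 100% = probe without SIAE protein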
# UHRF1 binding – UHRF1 methylated DNA binding inhibitors, primary screen, counter-screen for MBD2 inhibitor project, biochemical, TR-FRET, human UHRF1, single concentration. E3 ubiquitin-protein ligase UHRF1 (Homo sapiens), Q96T88. UHRF1 binding to methylated oligo. inhibition, % at 4.4 µM. actives 0.75% (n = 370,000). AID 687016, 2013; in the data active means inhibition above about 21%;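 further: UHRF1 SRA domain binding a hemimethylated CpG hairpin DNA probe; 0% = median of test compound wells and 100% = reference inhibitor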
# PRMT1 inh – PRMT1 methyltransferase inhibitors, primary screen, biochemical, fluorescence polarization | Protein arginine N-methyltransferase 1 (Homo sapiens), Q99873 | recombinant PRMT1, activity-based probe fluorescence polarization | inhibition, % at 2.79 µM | actives 1.3% (n = 370,000) | AID 652257, 2013;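 active means inhibition above about 21% made by adding two undisclosed values, limit read from the data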
# DDE Tn7 FP inh – inhibitors of Tn7 peptide binding to fibrin DD(E), primary screen, biochemical, fluorescence polarization, human fibrin, Tn7 probe; Fibrinogen beta chain (Homo sapiens), P02675; FP displacement of FITC-Tn7 peptide from fibrin DD(E); 0% = median of compound wells per plate; inhibition, % at 8.3 µM; actives 0.13% (n = 370,000);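 active means inhibition above the mean of compounds falling within the control limits plus 3 SD of them, cut at about 14% in these data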;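 further: 0% = plate median of compound wells and 100% = 10 µM Aha-Tn7 peptide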
# Target sequence (P02675 whole entry, looked up): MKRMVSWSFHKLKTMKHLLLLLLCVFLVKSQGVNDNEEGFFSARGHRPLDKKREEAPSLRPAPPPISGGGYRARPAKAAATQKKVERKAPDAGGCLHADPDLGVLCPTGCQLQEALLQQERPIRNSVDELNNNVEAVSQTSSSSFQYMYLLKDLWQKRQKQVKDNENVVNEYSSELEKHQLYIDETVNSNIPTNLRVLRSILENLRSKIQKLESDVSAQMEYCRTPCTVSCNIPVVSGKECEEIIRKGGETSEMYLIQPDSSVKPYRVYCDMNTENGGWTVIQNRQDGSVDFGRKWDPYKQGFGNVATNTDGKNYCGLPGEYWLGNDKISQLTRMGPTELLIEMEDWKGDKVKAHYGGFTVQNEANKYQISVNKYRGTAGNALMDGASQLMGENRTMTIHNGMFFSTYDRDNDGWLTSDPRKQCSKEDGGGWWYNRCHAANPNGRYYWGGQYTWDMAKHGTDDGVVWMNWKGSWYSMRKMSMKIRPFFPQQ
#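 Test system – human fibrin DD(E) · Times – 10 min preincubation, 3 h with tracer, room temperature · Detection – fluorescence polarization of the labelled Tn7 tracer · Measure – percent inhibition normalized to high-control wells · Benchmarks – high control wells with 10 µM unlabelled Aha-Tn7 peptide (full inhibition) · Repeats – singlicate testing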
# LEDGF integ inh – blockers of LEDGF/p75-dependent integrase strand transfer – biochemical, TR-FRET, high throughput, primary screen | actives 0.64% (n = 370,000) | TR-FRET IN-LEDGF/p75 DNA integration, Eu/Cy5 | HIV-1 integrase (with human LEDGF/p75) | inhibition, % at 3.7 µM;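 active means inhibition above the screen-wide mean plus 3 SD, cut at about 13% in these data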;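 further: signal is the Cy5 over europium emission ratio at 671 and 618 nm; 0% = plate median of compound wells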
# PG9 binder – binders of HIV-1 gp120 antibody PG9, primary screen, biochemical, TR-FRET. HIV-1 gp120 / PG9 antibody interaction. TR-FRET gp120-PG9 antibody binding. inhibition, % at 6.7 µM. actives 0.43% (n = 360,000). AID 624416, 2012; in the data active means inhibition above about 8.5%
# Starred values were filed as active, the others as inactive; · = not tested or not shown. No enrichment for hits; any-hit rate near 4.2%.
SMILES,HTRA1 inhibitor,TDP2 inh,TCR CD3 inh,ABHD4 inh,SIAE primary,UHRF1 binding,PRMT1 inh,DDE Tn7 FP inh,LEDGF integ inh,PG9 binder
Clc1ccc(-c2nc(-c3ccncc3)no2)c(Cl)c1,4,3,4,-3,1,-1,-3,5,-3,-1.1
NC(=O)C1(N2CCCCC2)CCN(CC(=O)Nc2ccccc2-c2ccccc2)CC1,-8,5,6,7,1,14,-2,-4,1,-2.1
CCOC(=O)/C=C1/SCC(=O)N1CC(=O)NC12CC3CC(CC(C3)C1)C2,3,-2,-6,-6,-1,3,-2,-10,2,-1.6
CCc1nc2ccc(C(=O)N(C)Cc3ccccc3)cn2c1N(C)CCCc1ccccc1,·,-6,0,1,2,0,-1,-2,2,1.7
CCC1CCC2(CC1)NC(=O)N(CC(=O)Nc1cccc(S(=O)(=O)N(C)c3ccccc3)c1)C2=O (configuration not stated),-34,-2,1,-4,-6,0,0,-7,5,1.1
CNc1ncc(C(=O)c2ccc(Cl)c(Cl)c2)s1,-8,-8,3,-5,-2,0,-2,3,1,-0.6
CC(C)C1=CC2C3C(C(C(C)C)=CC(=O)[C@@]3(C)O)C1C(=O)C2(C)O (some centres not stated),·,4,-3,-8,-1,0,3,1,0,-2.1
Cc1nn(-c2ccc(F)cc2)c(C)c1NS(=O)(=O)c1ccc2ccccc2c1,-26,-4,-5,-17,-8,1,-3,1,-2,-1.1
Cc1cc(/C=N/NC(=O)C(O)(c2ccccc2)c2ccccc2)c(C)n1-c1cccc(C(=O)O)c1,3,-10,8,22,0,8,5,-9,5,-3.1
COc1ccc2ccn(C)c2c1,8,4,-3,0,6,-3,-2,3,2,1.0
Cc1nc2ccc(NC(=O)c3cc(F)cc(F)c3)cc2c(=O)[nH]1,·,0,·,9,-1,-1,4,-2,-2,·
COc1ccc(-n2ncc3c2CC(C)(C)CC3NC(=O)c2ccc(OC)o2)cc1 (configuration not stated),-13,10,-1,0,-2,-2,0,0,5,-2.7
CCCCC1Cc2[nH]c(=S)[nH]c(=O)c2C(c2ccc3ccccc3c2)O1 (configuration not stated),·,-1,-3,-10,0,-2,-1,0,-1,1.4
CN1CCCN(C(=O)C2CCC(C(=O)N3CCCN(C)CC3)CC2)CC1 (configuration not stated),4,5,4,0,0,0,-3,0,-4,0.0
O=C1c2cccnc2Oc2ccc(Cl)cc2N1Cc1ccc(F)cc1,-28,-3,5,-1,0,-1,0,3,0,-1.0
COc1cc(C)ccc1OCc1cc(C(=O)NCc2ccncc2)no1,2,-10,2,-2,-1,-3,0,-1,-5,-1.4
C[C@H]1CN([C@@H](C)CO)C(=O)CCCn2cc(nn2)CO[C@@H]1CN(C)C(=O)OCc1ccccc1,·,-6,-4,3,2,5,5,-1,2,-0.1
COCCN(CCOC)c1ncnc2c1cnn2-c1ccccc1,7,0,1,-7,1,2,-1,-2,3,-0.4
Cc1cccc(N2CC(C)Cn3c2nc2c3c(=O)n(CC(=O)OCc3ccccc3)c(=O)n2C)c1 (configuration not stated),-6,-4,9,4,6,-3,-2,-1,1,0.7
Cc1cccc(N=c2oc3cc(O)ccc3cc2C(N)=O)c1,4,-16,-5,3,-9,-4,2,6,2,-0.2
COc1ccc(Cl)cc1NS(=O)(=O)c1cccc(C(=O)NCC2CCCO2)c1 (configuration not stated),5,-8,-3,1,0,-1,1,2,2,-1.8
Cc1ccccc1-c1nc(S(=O)(=O)c2ccc(Cl)cc2)c(NCCN2CCOCC2)o1,-22,-8,4,-2,0,-6,-2,2,0,1.1
CCN(CC)C(=O)C1=C(C)N(Cc2ccc(OC)cc2)C(=O)C(CC(=O)NCCc2ccccn2)C1 (configuration not stated),9,-4,-1,4,3,-2,2,-3,-1,3.9
CCOC(=O)c1cc(-c2ccco2)nc2c1c(C)nn2-c1cccc(Cl)c1,-13,-10,5,-5,-6,3,0,2,1,-1.1
CC(C(=O)NCCS(=O)(=O)c1ccc(Br)cc1)S(=O)(=O)c1ccc(Cl)cc1 (configuration not stated),-2,-4,-9,-6,10,2,-2,4,5,-0.5
O=C(Nc1cccc(NC(=O)c2ccco2)c1)c1cccc(Br)c1,-68,-19,-4,-25,-13,5,4,4,-7,-0.9
COc1cccc(CNC(=O)CCn2c(=O)oc3ccccc32)c1,-2,-7,-1,-1,-1,1,-1,-4,1,0.2
COc1cc(/C=C(\C#N)C(=O)Nc2ccccc2)ccc1OCCN1CCOCC1,1,-6,1,-3,-1,0,-3,-10,3,-1.9
CC(NC(=O)C1CC1)C(c1cccs1)N1CCN(c2ccccc2)CC1 (configuration not stated),2,0,-8,-3,6,1,2,-1,2,0.8
CC(=O)NC(c1cccc(F)c1)c1nc(-c2cccc(C(C)C)c2)cs1 (configuration not stated),·,-2,-5,-13,-4,0,1,-12,-1,-0.3
CCCCNC(=O)CSc1nc2ccccc2n1S(=O)(=O)c1ccc(Br)cc1,4,10,3,5,-1,2,1,-4,0,-0.5
C=CC(COCc1ccccc1)N(C(=O)OC(C)(C)C)S(=O)(=O)c1ccccc1Br (configuration not stated),-12,-11,-5,-8,2,2,-1,8,0,0.6
COc1cc(OC)cc(-c2nnc(SCC(=O)N3CCOCC3)o2)c1,0,0,3,2,6,-4,-1,0,-1,-0.6
NS(=O)(=O)c1ccc(NC(=O)CCC2CCCCC2)cc1,-14,-9,0,-7,-5,14,1,1,-1,0.3
CC(C)(C)[C@@H]1C=C(C(N)=O)O[C@H](OCc2ccc(CO)cc2)C1,-3,-1,7,0,6,-1,0,10,-1,-0.4
O=c1[nH]c2cc3c(cc2cc1C(c1nnnn1Cc1ccccc1)N1CCN2CCCC2C1)OCCO3 (configuration not stated),-5,-6,-1,1,-1,-3,8,2,-5,0.2
C=CCOC(=O)C1C(=O)CC(C)(O)C(C(=O)OCC=C)C1c1ccc(OC)cc1 (configuration not stated),1,2,2,-6,5,-2,0,1,-3,-0.1
Cc1ccccc1-n1c(SCC(=O)N2CCOCC2)nc(O)c(Cc2ccccc2)c1=O,-2,-13,1,-8,-4,2,24*,-4,-2,-2.3
O=Cc1c(OCc2ccccc2)ccc2ccccc12,-27,6,6,-19,-5,-3,-2,-1,-1,-0.7
CCOC(=O)c1c(C)[nH]sc1=S,-1,7,2,-9,1,-1,9,-2,2,17*
CCN(CC(=O)Nc1ccc2c(c1)OCCO2)C(=O)/C=C/c1cccc(C(F)(F)F)c1,-6,5,-5,3,-4,-1,0,-5,-3,-0.7
Cc1cc2c(c(=O)o1)[C@@]1(C(=O)N(C)c3ccccc31)C1=C(CC(C)(C)OC1=O)O2,·,0,-2,-1,-5,-2,2,-4,-2,0.4
COc1cccc(S(=O)(=O)Nc2ccc(C(O)(C(F)(F)F)C(F)(F)F)cc2)c1,·,-13,-6,-80,-12,4,8,-3,-4,-1.7
O=C(Nc1cccc(S(=O)(=O)N2CCCC2)c1)[C@H]1C[C@H](O)[C@@H](CO)O1,·,-11,-7,7,0,3,0,-4,-2,-0.2
S=c1[nH]nc(-c2n[nH]c3c2CCC3)n1N=Cc1cccs1,·,-5,·,0,4,-2,7,-3,3,·

# Ordered by the number under TDP2 inh (largest number first): 3 of the compounds above.
molecule | TDP2 inh
O=Cc1c(OCc2ccccc2)ccc2ccccc12 | 6
Cc1cc2c(c(=O)o1)[C@@]1(C(=O)N(C)c3ccccc31)C1=C(CC(C)(C)OC1=O)O2 | 0
O=C(Nc1cccc(S(=O)(=O)N2CCCC2)c1)[C@H]1C[C@H](O)[C@@H](CO)O1 | -11

# Next records.
SMILES,HTRA1 inhibitor,TDP2 inh,TCR CD3 inh,ABHD4 inh,SIAE primary,UHRF1 binding,PRMT1 inh,DDE Tn7 FP inh,LEDGF integ inh,PG9 binder
COCCCn1c(=O)c2ccccc2n(CC(=O)NCCC2=CCCCC2)c1=O,1,-18,1,-6,-3,2,-1,-7,2,-1.3
CCc1nc2ccc(C(=O)N3CCCC(C(N)=O)C3)cn2c1N(C=O)CC (configuration not stated),·,6,1,4,3,2,2,12,2,0.1
c1ccc(CNc2nc(-c3cccs3)nc3ccccc23)nc1,-33,5,-7,-8,-16,-2,5,4,-9,1.1
COc1cccc(CNC(C)(C)CO)c1OCc1ccc(Cl)cc1,0,-8,4,-3,1,3,2,3,0,-3.8
O=C(COC(=O)C1CCC1)NC(=O)c1ccccc1,0,10,-6,5,9,0,2,3,-2,-0.8
COc1ccc(CCNC(=O)c2ccccc2SC)cc1,-2,6,-10,8,3,2,7,7,-5,2.3
CCCCCCCCN1C(=O)[C@H](CC(=O)N2CCSCC2)C[C@@]2(C(=O)OC)CC(C)(C)CC=C12,·,-14,4,-6,-2,2,-1,-6,3,0.4
CCn1cc(/C=C(\NC(=O)c2ccc(OC)c(OC)c2)C(=O)NCCN2CCOCC2)c2ccccc21,2,-1,8,4,0,-2,0,-2,1,-2.0
CC1=NN(c2ccccc2)C(=O)C1=Cc1ccccc1,1,73*,2,3,5,16,0,8,12,-0.9
Cc1nc2ccccc2nc1CSc1nncs1,3,-6,-7,-11,2,6,3,-3,6,9.8*
Cc1cc(N2CCNC[C@@H]2C)ccc1N1CCN(Cc2ccccc2)[C@H](C)C1,·,-12,8,6,8,0,0,1,-4,0.0
COc1ccc(C(CCNCc2ccc(OC)c(OC)c2)c2ccc(F)cc2)cc1 (configuration not stated),0,0,-6,6,-2,2,2,-3,2,0.2
CCC(=O)Nc1ccc2c(c1)C(=O)N(C)[C@@H]1CC[C@@H](CC(=O)NCCN3CCCCC3)O[C@H]1CO2,·,0,·,-2,-4,4,3,3,0,·

# Looked up by structure from the list above, 2 records:
SMILES,HTRA1 inhibitor,TDP2 inh,TCR CD3 inh,ABHD4 inh,SIAE primary,UHRF1 binding,PRMT1 inh,DDE Tn7 FP inh,LEDGF integ inh,PG9 binder
COCCCn1c(=O)c2ccccc2n(CC(=O)NCCC2=CCCCC2)c1=O,1,-18,1,-6,-3,2,-1,-7,2,-1.3
CCn1cc(/C=C(\NC(=O)c2ccc(OC)c(OC)c2)C(=O)NCCN2CCOCC2)c2ccccc21,2,-1,8,4,0,-2,0,-2,1,-2.0
